Vif-APOBEC3F blk – qHTS for Inhibitors of Vif-A3F Interactions: qHTS | HeLa A3F-eYFP + Vif (tagged APOBEC3F with the HIV-1 protein that degrades it), YFP fluorescence increase | Potency, µM (doses to about 46.1 µM), for inactives: at the highest dose activity, negative = active | 0.2% of 390,000 active | AID 602313, 2012; also: potency is read from the fitted curve at half-maximal effect; % of control where 0% means no effect; nearly all actives have a fitted effect of over 65% in size
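HeLa cells stably expressing Vif plus C-terminally eYFP-tagged A3F were seeded, incubated overnight at 37 deg C, dosed with compound, incubated overnight again at 37 deg C. Yellow fluorescence (Ex 488/Em 500-530) reported blocked Vif-mediated A3F-eYFP degradation.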
12-LOX inh – Primary qHTS assay for inhibitors of human arachidonate 12S-lipoxygenase (ALOX12): Round 2 | Polyunsaturated fatty acid lipoxygenase ALOX12 (Homo sapiens), P18054 | purified 12hLO, xylenol orange hydroperoxide absorbance | Potency, µM (highest dose often 108 µM), for the others: top-dose activity change, negative = inhibition, most hits filed as inhibitors | 1.1% of 580,000 active; also: potency is read from the fitted curve at half-maximal effect; % is scaled to controls: 0 for no effect and ±100 for the full control effect
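Hydroperoxide product was detected by ferrous iron/xylenol orange as the 573 to 405 nm absorbance ratio. Arachidonic acid at 40 uM (final) was turned over for 30 min at room temperature by 150 nM human 12hLO, pH 7.0 Hepes buffer, after 15 min compound preincubation.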
GRP78 ERSR act – qHTS for Inducers of the Endoplasmic Reticulum Stress Response (ERSR) in Human Glioma: qHTS; AID 602332, 2012; U87-MG GRP78 promoter luciferase reporter, 16 h; Potency, µM, for inactives: at the top dose activation, hits mostly activators; 0.02% of 420,000 active; also: potency is read from the fitted curve at half-maximal effect; series mostly up to about 76 µM; % of control where 0% means no effect; nearly all actives have a fitted effect of over 35% in size
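ERSR induction read as luciferase luminescence (Bright-Glo, 10 min at room temperature) in stably transfected human U87-MG glioma cells exposed to compounds for 16 h, using GRP78 as sensor.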
Vif-APOBEC3G blk – qHTS for Inhibitors of Vif-A3G Interactions: qHTS. HeLa A3G-eYFP + Vif (tagged APOBEC3G with the HIV-1 protein that degrades it), YFP fluorescence, overnight. DNA dC->dU-editing enzyme APOBEC-3G (Homo sapiens), Q9HC16. 0.076% of 410,000 active. Potency, µM (doses to about 46.1 µM), for the others: at the highest dose activity, negative = active, actives largely listed as inhibitors;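 also: potency is read from the fitted curve at half-maximal effect; % is scaled to controls: 0 for no effect and ±100 for the full control effect; nearly all actives have a fitted effect of over 60% in size; hits raise eYFP signal because A3G escapes Vif-driven loss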
Target sequence (Q9HC16 whole entry, looked up): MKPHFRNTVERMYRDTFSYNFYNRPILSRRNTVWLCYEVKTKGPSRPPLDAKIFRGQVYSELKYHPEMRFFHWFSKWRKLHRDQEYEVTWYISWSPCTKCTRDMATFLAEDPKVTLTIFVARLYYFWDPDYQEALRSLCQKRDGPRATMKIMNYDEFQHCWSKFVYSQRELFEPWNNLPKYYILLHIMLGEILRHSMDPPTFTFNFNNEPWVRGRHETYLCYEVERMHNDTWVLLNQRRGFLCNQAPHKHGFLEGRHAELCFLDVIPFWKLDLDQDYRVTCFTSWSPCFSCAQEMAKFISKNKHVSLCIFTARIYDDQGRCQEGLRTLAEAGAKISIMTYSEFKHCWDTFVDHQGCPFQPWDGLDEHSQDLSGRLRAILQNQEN
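Read-out is eYFP fluorescence (Ex 488/Em 500-530) from Vif-expressing HeLa A3G-eYFP cells; more signal means A3G escaped Vif-mediated degradation. Cells plated overnight, compound pinned in, incubated overnight at 37 deg C.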
RGS4 inhibitor – Inhibitors of Regulator of G Protein Signaling (RGS) 4: qHTS. Regulator of G-protein signaling 4 (Homo sapiens), P49798. Transcreener GDP fluorescence polarization, RGS4-accelerated GTP hydrolysis. Potency, µM (series often up to 114 µM), inactives show at the top dose activity change, negative = inhibition, most hits filed as inhibitors. 0.039% of 390,000 active; also: potency is read from the fitted curve at half-maximal effect; % is scaled to controls: 0 for no effect and ±100 for the full control effect; nearly all actives have a fitted effect of over 75% in size; some results filed as inactive show a strong effect at the top dose
Target sequence (P49798 whole entry, looked up): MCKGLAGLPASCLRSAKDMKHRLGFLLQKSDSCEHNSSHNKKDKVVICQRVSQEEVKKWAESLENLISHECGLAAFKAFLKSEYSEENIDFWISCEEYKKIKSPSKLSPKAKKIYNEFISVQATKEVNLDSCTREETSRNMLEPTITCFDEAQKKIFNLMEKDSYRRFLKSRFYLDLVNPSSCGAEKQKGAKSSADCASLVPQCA
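MLSMR compounds (23 nl, pin-transferred) preincubated 10 min at room temperature with a 500nM (2x) first reagent, then RGS4 at 900nM (2x) plus Transcreener GDP mix added; fluorescence polarization (620/688 nm) read before and after 90 min at 30 °C.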
ERG Ets-DNA blk – qHTS for Small Molecule Inhibitors of the ERG Ets/DNA interaction; fluorescence polarization, His-ERG Ets domain / labelled DNA; 0.028% of 370,000 active; Potency, µM (series often up to 76.9 µM), for inactives: top-dose FP activity, negative = inhibition, actives largely listed as inhibitors; AID 624246, 2012; active = well fitted inhibition curve with a large enough effect in the polarisation, with a control signal flat; inconclusive = small, poorly fitted or top-dose-only effect, or effect the other way, or a change in a side signal; inactive = no such curve, though single readings can be large or run the other way; the % refers to the polarisation;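 also: polarization taken with two DNA probes labelled with fluorescein and Texas red; potency is read from the fitted curve at half-maximal effect; % of control where 0% means no effect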
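His-tagged ERG Ets domain (1 uM in the protein solution; 300mM KCl, 50mM Tris-HCl, 1mM EDTA, 1mM DTT, pH 7.5) received compound, then a probe mix of 5 nM fluorescein-DNA and 100nM Texas-615-DNA. Fluorescence polarization was read for both dyes.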
D2 antagonist – HTS Assay for Allosteric Antagonists of the Human D2 Dopamine Receptor: Primary Screen for Antagonists. D(2) dopamine receptor (Homo sapiens), P14416. HEK293 TREx D2 cells, calcium flux, dopamine EC80. inhibition, % at 10 µM. 2% of 340,000 active. AID 485344, 2010; in the data active = inhibition above about 30%; also: 0% is about no effect
Target sequence (P14416 whole entry, looked up): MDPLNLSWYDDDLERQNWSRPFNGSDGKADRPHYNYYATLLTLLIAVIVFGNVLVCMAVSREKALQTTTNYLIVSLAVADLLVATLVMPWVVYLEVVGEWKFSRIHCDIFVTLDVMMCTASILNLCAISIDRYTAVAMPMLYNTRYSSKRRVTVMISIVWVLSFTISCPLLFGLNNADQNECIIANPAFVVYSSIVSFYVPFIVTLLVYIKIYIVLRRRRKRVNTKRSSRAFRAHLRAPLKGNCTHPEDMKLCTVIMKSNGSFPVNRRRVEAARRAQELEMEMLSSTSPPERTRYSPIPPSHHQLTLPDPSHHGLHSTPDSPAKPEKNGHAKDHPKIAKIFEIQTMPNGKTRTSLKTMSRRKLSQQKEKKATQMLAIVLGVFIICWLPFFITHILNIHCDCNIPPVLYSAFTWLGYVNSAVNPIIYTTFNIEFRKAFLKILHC
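Read-out: kinetic calcium fluorescence (1 cycle/s) in inducible HEK293 T-REx D2 cells after an EC80 dopamine addition that followed 180 s compound preincubation. Loss of the dopamine response indicates antagonism.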
D2 agonist – HTS Assay for Allosteric Agonists of the Human D2 Dopamine Receptor: Primary Screen for Agonists; 0.53% of 340,000 active; HEK293 T-REx D2 cells, calcium flux agonist mode; activation, % at 2 µM;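 active = activation over 3 SD above normal in the single-dose calcium agonist read, cut at about 30% in these data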; also: 0% is about no effect
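In this primary screen, compounds producing a positive calcium signal within 180 s of addition to tetracycline-induced, force-coupled HEK293 Trex D2 cells are flagged; cells are dye-loaded with a no-wash calcium kit beforehand.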
LDHA inh – qHTS assay for inhibitors of human lactate dehydrogenase. AID 1347041, 2019. purified LDHA, NADH/diaphorase-resazurin fluorescence; active compounds read low. activity change, % (values are at about 110 or 230 µM). 0.15% of 480,000 active. L-lactate dehydrogenase A chain (Homo sapiens), P00338; in the data active = activity change below about -30%; inconclusive = mostly about -25% to -30%;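 also: plate controls were DMSO wells for no effect and wells without enzyme for full effect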
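LDH5 2 nM; NADH 0.06 mM, pyruvate 0.2 mM; 200 mM Tris pH 7.4, EDTA, Tween-20; 5 min RT. Detection: diaphorase 0.133 mg/mL + resazurin 37 µM, fluorescence ex540/em590 at 0 and 20 min; normalized to enzyme-free and DMSO wells.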
* marks the source's active call; other numbers are inactive results; ? = inconclusive; · = no result given; & = joins results of further samples; [ ] = dose if it differs, or a comment. Unless noted, calls follow the shape of the dose curve; as a rule, active = well fitted curve in the direction sought with a large enough effect; inconclusive = small, poorly fitted or top-dose-only effect, or another doubt; inactive = no such curve, though single readings can be large; an effect the other way counts as inactive or inconclusive. This is a subset; the hit share may differ from the screen's.

SMILES | Vif-APOBEC3F blk | 12-LOX inh | GRP78 ERSR act | Vif-APOBEC3G blk | RGS4 inhibitor | ERG Ets-DNA blk | D2 antagonist | D2 agonist | LDHA inh
CC1(C)CC(=O)C2=C(C1)OC1=C(C(=O)CC(C)(C)C1)C2c1cccc([N+](=O)[O-])c1 | -1% | -6% | -3% | -4% | · | · | · | · | -2
CCNC(=O)C(=O)Nc1ccc(OC)c(Cl)c1 | -7% | -13% | 1% | 0% | -10% | 15% | 3 | · | 0
CCOC(=O)N1CCC(N2C(=O)c3ccc(C(=O)O)cc3C2=O)CC1 | 1% | 0% | -3% | 2% | -9%[11.4 µM] | 4% | -10 | -0.6 | -9
COc1ccc(S(=O)(=O)N2CCCC(C(=O)Nc3ccc(OC)c(OC)c3)C2)cc1 (configuration not stated) | 3% | 12% | -3% | -1% | 3% | -1% | 11 | -0.9 | -3
O=C(COn1nnc2ccc(Cl)cc21)NC12CC3CC(CC(C3)C1)C2 | -1% | -23% | -1% | 2% | -5% | 2% | -1 | 0.9 | -2
O=C(CSc1nnc(-c2ccccc2)n1Cc1ccco1)Nc1ccc2c(c1)OCCO2 | -1% | -11% | -2% | -1% | 2% | -7% | 12 | 0.0 | -8
CC(Cc1ccccc1)NC(=O)/C=C/c1ccc([N+](=O)[O-])cc1 (configuration not stated) | 9% | 8% | 1% | 4% | -29% | 8% | -4 | -1.7 | 3
CC(=O)c1ccc(NC(=O)CSCCO)cc1 | 1% | 2% | -1% | 2% | 23% | -10% | -2 | 2.4 | -5
CC(O)C1CCC2C3CCC4CC(O)CCC4(C)C3C(=O)CC12C (configuration not stated) | -5% | 0% | -1% | 2% | 0% | 1% | · | · | 1
Cc1ccc(NC(=O)c2cccc(S(C)(=O)=O)c2)cc1 | 7% | 0% | 1% | 0% | -33% | 0% | -3 | 1.0 | -6
O=C(NCc1ccccc1)c1ccc2c(c1)nc1n2CCCCC1 | 1% | 2%&-1% | -6% | -8% | 13% | 0% | · | 0.6 | 9&-17
Cc1cc2oc(C(=O)N(Cc3cccs3)C3CCS(=O)(=O)C3)cc(=O)c2cc1Cl (configuration not stated) | 17% | -37% | -4% | 2% | 19% | -2% | 16 | 0.0 | -3
COc1ccc(Cl)cc1NC(=O)CN(C)C(=O)c1ccc(C)s1 | ? | 1% | -5% | -2% | 6% | 2% | -1 | -0.5 | -6
CCOC(=O)Nc1ccc(S(=O)(=O)NCc2ccccc2)cc1 | -3% | 5%[57.4 µM] | 0% | -4% | 9% | · | · | · | -7
CCc1nc2ccc(C(=O)N3CCN(S(=O)(=O)CC)CC3)cn2c1N(CC)CCOC | · | ? | -1% | 1% | · | · | · | · | -1
COc1cccc(-c2nc3cc(C)ccc3o2)c1 | 2% | 2% | -7% | -7% | -7% | -1% | -9 | 0.4 | -8
Nn1c(SCc2nc3ccccc3[nH]2)nnc1-c1cccnc1 | 5% | -20% | -1% | -4% | -4% | 4% | -11 | 0.6 | -7
O=C(COc1coc(CN2CCc3ccccc3C2)cc1=O)Nc1ccccc1F | 2% | -13% | -6% | 0% | 8% | -8% | 10 | -0.5 | -3
O=C(c1ccccc1Sc1ccc([N+](=O)[O-])cc1Cl)N1CCOCC1 | 5% | -25% | -6% | -2% | 3% | -1% | -6 | 1.1 | -2
CN(C)C(=O)c1ccccc1Sc1cc(Cl)ccc1Cl | 3% | ? | -4% | -1% | 38% | -10% | -14 | -1.2 | -6
CCN1C[C@@H]2[C@@H]3C(=O)N(Cc4ccccc4)C(=O)[C@@H]3[C@](CC)(C1=O)N2C(=O)c1ccc(Cl)c(Cl)c1 | 5% | · | -2% | -3% | -12% | -1% | · | · | 4
C=CCN1C(=O)CN=C1Nc1cc(C)ccc1C | -3% | ? | -2% | 0% | -12% | 0% | 3 | -0.1 | -1
CNC(=S)/N=C/NOCc1ccc(Cl)cc1Cl | ? | ? | -5% | -1% | ? | 6% | · | · | -16
Cc1ccc(CNC(=O)c2ccc3c(c2)NC(=O)C(N2CCOCC2)S3)cc1 (configuration not stated) | 19% | 0% | -10% | -12% | 4% | 19% | -6 | -0.3 | -6
Cc1cccc(C(=O)O/N=C(\c2ccccc2)c2cccnc2)c1 | -4% | -25% | -5% | -11% | 25% | -3% | -13 | -0.8 | -9
CCOC(=O)Cc1csc(NC(=O)/C=C\c2ccccc2)n1 | -2% | -6% | 1% | -2% | -7% | -7% | 0 | -0.9 | -5
COc1ccc(Br)cc1S(=O)(=O)NCCc1cccs1 | -9% | -11% | -4% | 6% | -15% | 2% | · | · | 0
COC(=O)CN1C(CN2CCOCC2)=Nc2ccc(Br)cc2C1c1ccccc1 (configuration not stated) | -12% | 11% | -8% | -2% | -9% | -11% | · | · | -4
C=CCSC1=N/C(=C\c2cc(OCC)c(OC(C)=O)c([N+](=O)[O-])c2)C(=O)S1 | 14% | ? | -6% | -2% | ? | -4% | -19 | 14 | -9
O=Nc1c(-c2ccccc2)n(O)[n+]([O-])c1-c1ccccc1 | -2% | -9% | -1% | -6% | · | · | · | · | 6
CCOCC(=O)Nc1ccc(-c2cn3c(C)csc3n2)cc1 | 5% | -7% | -9% | 1% | -28% | 6% | · | -0.5 | -2
CC(=O)N1CCC(=NNc2ncc(C(F)(F)F)cc2Cl)CC1 | 5% | -10% | 12% | 0% | -4% | 1% | -5 | -0.1 | -8
O=C(CCCN1C(=O)S/C(=C/C=C/c2ccccc2)C1=O)Nc1ccc(C(=O)O)cc1 | 3% | -24% | 5% | -1% | ? | -2% | 4 | 1.1 | 3
Cc1cc(NC(=O)CSc2nnc(C3CC3)n2-c2ccccc2)no1 | 0% | -9% | -6% | -2% | 1% | 2% | · | · | -11
Cc1ccc(C2CCN(C(=O)Nc3ccc(C)c(C)c3)C2)cc1 (configuration not stated) | 1% | -23% | 3% | -1% | -3% | 13% | · | 0.6 | -8
Cn1cnc([N+](=O)[O-])c1Sc1nc2ccccc2[nH]1 | 17% | 0% | 8% | -10% | -7% | 0% | 8 | -0.3 | -10
COc1ccc(-n2ncc3c(=O)n(CC(=O)N4CCCc5ccccc54)cnc32)cc1 | -3% | -11% | -4% | -2% | 1% | -10% | 3 | 0.6 | -12
Cc1cnc(C(=O)N2CCN(S(=O)(=O)c3cc(C(F)(F)F)cc(C(F)(F)F)c3)CC2)cn1 | 0% | 27% | -4% | -1% | -13% | -3% | · | · | 5
O=C1CCCC/C1=C/Nc1ccc(C(=O)O)cc1 | -2% | -21% | 3% | -3% | 21% | -4% | 1 | 0.3 | 3
CCN(CC)S(=O)(=O)c1ccc(Nc2ccc(-c3ccc4c(c3)OCCO4)nn2)cc1 | -3% | 18% | 0% | 0% | 0% | 9% | -8 | -1.5 | -3

Among those listed so far, 2 contain a CF3 group:
SMILES | Vif-APOBEC3F blk | 12-LOX inh | GRP78 ERSR act | Vif-APOBEC3G blk | RGS4 inhibitor | ERG Ets-DNA blk | D2 antagonist | D2 agonist | LDHA inh
CC(=O)N1CCC(=NNc2ncc(C(F)(F)F)cc2Cl)CC1 | 5% | -10% | 12% | 0% | -4% | 1% | -5 | -0.1 | -8
Cc1cnc(C(=O)N2CCN(S(=O)(=O)c3cc(C(F)(F)F)cc(C(F)(F)F)c3)CC2)cn1 | 0% | 27% | -4% | -1% | -13% | -3% | · | · | 5

Following part
SMILES | Vif-APOBEC3F blk | 12-LOX inh | GRP78 ERSR act | Vif-APOBEC3G blk | RGS4 inhibitor | ERG Ets-DNA blk | D2 antagonist | D2 agonist | LDHA inh
O=C(COc1ccc(Br)cc1F)NC1CC1 | -2% | -4% | -1% | 0% | -6% | 1% | · | · | -3
Cc1ccc(OCC(=O)Nc2ccccc2C(=O)OCc2cc(=O)n3nc(C4CC4)sc3n2)cc1 | 2% | -6% | -2% | 2% | 8% | 4% | · | -0.3 | -5
Cc1ccccc1Cn1cc(CCC(=O)N2CCOCC2)c2ccccc21 | 7% | 10% | 8% | 0% | 12% | -16% | -1 | -0.2 | -4
NC(=O)c1ccc(NCC2CCCO2)c([N+](=O)[O-])c1 (configuration not stated) | -23% | -25% | -2% | -4% | 11% | -10% | 8 | -0.1 | 3
COc1ccccc1NC(=O)Cn1nc2c3cc(F)ccc3n(Cc3cccc(C)c3)cc-2c1=O | -27% | -26% | -1% | -12% | -6% | -2% | · | -0.3 | -1
O=C(CC1C(=O)NCCN1CC1CCCCC1)NCc1ccc(F)cc1F (configuration not stated) | 3% | ? | 3% | 1% | -3% | -10% | -7 | -0.1 | 3
